# Assay outcomes as filed in PubChem BioAssay.
# ATXN2 expr inh: inhibitors of ATXN2 expression; HEK-293 ATXN2-luciferase reporter, luminescence, 24 h; Potency, µM (highest dose often 57 µM), inactives show top-dose activity change, negative = inhibition, actives largely listed as inhibitors; actives 0.72% (n = 360,000); AID 1745845; note: potency is the fitted concentration of half-maximal effect; % is set by controls: 0 for no effect and ±100 for the full control effect; nearly all actives have a fitted effect of over 55% in size
#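 qHTS (up to 57 uM final) was run with 24 h compound exposure of reporter cells at 37 °C. Each well was multiplexed: SteadyGlo luminescence measured ATXN2-luciferase expression after a fluorogenic Gly-Phe-AFC viability readout (25 uM final).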
# A549 viability: kills or reduces viability of A549 cells in Nrf2 counter-screen. A549 ARE-Fluc cells, CellTiter-Fluor viability, 18-24 h. Potency, µM (titrated, usually from 46 µM), without a hit: at the highest dose activity change, negative = cytotoxicity, usual class: inhibitors. actives 0.16% (n = 390,000). AID 504648; note: potency is the fitted concentration of half-maximal effect; % is set by controls: 0 for no effect and ±100 for the full control effect
#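 Cytotoxicity counterscreen: CellTiter-Fluor fluorescence was measured in A549 ARE_Fluc cells after 18-24 h of compound exposure in a concentration series. The subsequent BugLite luminescent read reports ARE-luciferase activity.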
# MCF10A rereplic: induces DNA re-replication in MCF 10a normal breast cells; Potency, µM (series often up to 46.1 µM), for the others: at the top dose activity, positive = re-replication, usual class: activators; AID 624296; actives 2.9% (n = 350,000); MCF 10A DNA re-replication, Hoechst nuclear intensity, 48 h; note: potency is the fitted concentration of half-maximal effect; % of control where 0% means no effect; nearly all actives have a fitted effect of over 50% in size
# HepG2 viability: kills HepG2 cells in TGF-b inhibitor counter-screen. HepG2 CAGA-GFP viability, ATP luminescence, 18 h. Potency, µM (series often up to 46.1 µM), for the others: at the top dose activity change, negative = cytotoxicity, most hits filed as cytotoxic. actives 0.76% (n = 410,000). AID 588856; note: potency is the fitted concentration of half-maximal effect; some results filed as inactive show a strong effect at the top dose
#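 HepG2 CAGA-GFP cells (1000/well, DMEM with 1% FBS) received compound, then TGF-beta at 500 pg/mL final, and were incubated 18 hours at 37 degrees C. Viability was read by CellTiter-Glo luminescence. Media-only wells were set as complete cell-killing and DMSO as no toxicity.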
# IL-1B inflam inh: inhibitors of inflammasome signaling (IL-1 beta secretion); THP-1 LPS/ATP IL-1B secretion, AlphaLISA, 16 h; hits give low values; AID 743279; actives 4.7% (n = 360,000); activity change, % at 57.5 µM; in the data active = activity change below about -50%; inconclusive = mostly about -30% to -49%; note: % is set by controls: 0 for no effect and ±100 for the full control effect
#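 Secreted IL-1B measured by AlphaLISA bead assay after 16 h compound exposure of THP-1 cells; compounds (final up to 57.5 uM) added 1 h before LPS (250 ng/mL) and ATP (1.25 mM) stimulation; lower signal means less secretion.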
# Nrf2 activator: Nrf2 pathway activation; Potency, µM (titrated, usually from 46.1 µM), without a hit: top-dose activation, hits mostly activators; actives 0.31% (n = 410,000); AID 624171; AREc32 ARE-luciferase reporter (MCF7-derived line), luminescence, 24 h; note: potency is the fitted concentration of half-maximal effect; % of control where 0% means no effect; nearly all actives have a fitted effect of over 65% in size
#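 Quantitative high-throughput format: AREc32 reporter cells, 1000 per well, received compound by pin transfer and were incubated 24 hr at 37 deg C, 5% CO2, before Steady-Glo luminescence detection.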
# Nrf2 block: inhibitors of Nrf2 signaling | A549 ARE-Fluc reporter, luciferase luminescence, 18-24 h | Potency, µM (highest dose often 46 µM), for inactives: top-dose activity change, negative = inhibition, most hits filed as inhibitors | actives 2.1% (n = 360,000); note: potency is the fitted concentration of half-maximal effect; % is set by controls: 0 for no effect and ±100 for the full control effect; nearly all actives have a fitted effect of over 60% in size
#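 Cells were seeded and rested 2 h, then exposed to compounds for 18-24 h. CellTiter-Fluor was read first as a viability measure. BugLite was added 15 min before the final luminescent read of ARE-luciferase activity in A549 cells.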
# S2 tox: reduces viability in counter-screen for ATXN expression inhibitors; actives 0.49% (n = 400,000); Potency, µM (titrated, usually from 56.7 µM), actives largely listed as cytotoxic; S2 cells (HEK-293 line with an ATXN2-luciferase reporter) viability, CellTiter-Fluor protease fluorescence, 24 h; AID 651635; note: potency is the fitted concentration of half-maximal effect; nearly all actives have a fitted effect of over 40% in size
# TGFb inhibitor: blocks TGF-b signaling; HepG2 CAGA-GFP TGF-b/SMAD3 reporter, GFP fluorescence, 18 h; TGF-beta stimulated, 500 pg/mL final; Potency, µM (titrated, usually from 46.1 µM), for inactives: at the highest dose activity, negative = inhibition, hits mostly inhibitors; actives 1.2% (n = 410,000); note: potency is the fitted concentration of half-maximal effect; % is set by controls: 0 for no effect and ±100 for the full control effect; nearly all actives have a fitted effect of over 65% in size
#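 HEPG2 CAGA-GFP cells (1000/well, DMEM with 1% FBS) were pre-incubated 2 h at 37 degrees C, given compound by pin tool, then stimulated with TGF-beta at 500 pg/mL final for 18 h before per-cell GFP fluorescence imaging.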
# The depositor's hits bear a star; i = inactive; ? = inconclusive; nt = not tested or not shown; & = joins results of further samples; [ ] = dose if it differs, or a comment. Unless noted, calls come from the whole dose curve; as a rule, active = well fitted curve in the direction sought with a large enough effect; inconclusive = small, poorly fitted or top-dose-only effect, or another doubt; inactive = no such curve, though single readings can be large; an effect the other way counts as inactive or inconclusive.
SMILES,ATXN2 expr inh,A549 viability,MCF10A rereplic,HepG2 viability,IL-1B inflam inh,Nrf2 activator,Nrf2 block,S2 tox,TGFb inhibitor
CCOC(=O)C1(CCOC)CCN(C/C=C/c2ccccc2OC)CC1,-16%,-2%,1%,-55%,0,0.8%,?,?,?
CC(C)C[C@H]1CN(CCCC[C@H]2CNC(=O)C(=O)N2CC2CCCCC2)C(=O)C(=O)N1Cc1ccccc1,22%,nt,nt,nt,-72*,-0.4%,nt,i,nt
Cc1ccc(C2=NN(C(=O)CN3C(=O)c4ccccc4S3(=O)=O)C(c3ccco3)C2)cc1 (stereo unspecified),nt,-11%,-7%,19%,0,-0.1%,-10%,i,3%
CC(C)N1C(=S)SC2CS(=O)(=O)C=C21 (stereo unspecified),-6%,-3%,-1%,11%,15,-1.4%,-2%,i,3%
c1ccc2c(-c3nnc4n3CCCCC4)c[nH]c2c1,-2%,-2%,-10%,0%,-4,0.0%,2%,i,-7%
CNC(=O)C12N=CNN=C1N(C)C(=O)N2C (stereo unspecified),-19%[11.3 µM],-6%,-2%,2%,6,0.1%,-10%,i,4%
Cc1nc(NC(=O)c2ccc(-c3cc4ccccc4oc3=O)cc2)ccc1Br,6%,4%,-2%,-15%,4,0.2%,-5%,i,-11%
O=C(Nc1ccncc1)Nc1cccc(C(F)(F)F)c1,-20%,0%,23%,-23%,-2,0.1%,?,i,-14%
CCOC(=O)Cc1cc(=O)[nH]c(=O)[nH]1,0%,1%,-3%,-1%,12,-0.3%,-3%,i,-3%
CCOc1ccc(NC(=O)COC(=O)c2cccnc2)cc1,53%[activator],-9%,-1%,-3%,31,0.4%,10%,i,-6%
CCOC(=O)C1C(c2cc(OC)c(O)c(OC)c2)NC(=S)NC1(O)C(F)(F)F (stereo unspecified),-4%,11%,-4%,-6%,9,-1.1%,1%,i,-9%
c1ccc(C(c2nnnn2C2CCCC2)N2CCCCCC2)nc1 (stereo unspecified),-13%,-9%,16%,-18%,4,0.1%,-10%,i,4%
Cc1ccccc1OCc1nc(-c2ccc(NC(=O)c3ccc4c(c3)OCO4)cc2)no1,?,?,21µM*,20µM*,13,6.4%,?,?,?
Cc1onc(-c2c(F)cccc2Cl)c1C(=O)Oc1ccccc1,-1%,nt,nt,-28%,13,-0.1%,nt,i,?
CCOc1ccccc1-c1nc(-c2ccc(C)nc2OC)no1,158%[activator],2%,15%,-7%,-5,3.6%,?,nt,3%
CCOC(=O)c1[nH]ncc1CN1CCCC(C(=O)c2ccc(OC)c(OC)c2)C1 (stereo unspecified),-1%,-1%,-3%,-6%,20,0.0%,5%,i,?
COc1ccc(N=C/C=C2/C=C(c3ccccc3)OC(C)(C)O2)cc1,2%,4%,-2%,0%,31,0.1%,6%,i,23%
Cc1ccc(OCc2cc(C(=O)N3CCc4[nH]cnc4C3c3ccccn3)no2)cc1C (stereo unspecified),-14%,0%,1%,-18%,17,-0.2%,?,i,-3%
Cc1nnc(N/N=C/c2cc(C)n(-c3ccc(F)cc3)c2C)n1N,1%,-18%,?,-104%,40,-4.0%,?,i,14µM*
CCN1CCN(C(CNS(=O)(=O)c2cccs2)c2cccnc2)CC1 (stereo unspecified),nt,-3%,13%,2%,14,-1.0%,2%,?,14%
CC(C)N(CC(N)=O)c1ccc(S(=O)(=O)N2CCCC2)cn1,7%,1%,-5%,3%,9,0.4%,3%,i,-3%
O=C(NCC1CCCO1)c1csc2c1CCCCC2 (stereo unspecified),27%,-1%,2.6µM*,0%,-1,0.5%,4%,i,-5%
CCN(C(=O)c1cc2c(=O)[nH]c3ccc(C)cc3c2s1)c1ccccc1F,-1%,6%,?,-4%,13,-0.5%,4%,i,6%
Cc1c(-c2ccc(Cl)cc2Cl)nc2ccccc2c1C(=O)NCCN1CCOCC1,-9%,-24%,11%,1%,-3,-0.1%,0%,?,27%
CC(C)OC(=O)C1C(=O)CC(C)(O)C(C(=O)OC(C)C)C1c1cccc([N+](=O)[O-])c1 (stereo unspecified),-17%,-1%,2%,-24%,-10,0.0%,-12%,i,-16%

# Next part.
SMILES,ATXN2 expr inh,A549 viability,MCF10A rereplic,HepG2 viability,IL-1B inflam inh,Nrf2 activator,Nrf2 block,S2 tox,TGFb inhibitor
COc1ccc(OCCn2cc(C=O)c3ccccc32)cc1,-25%,-6%,?,-50%,-10,2.5%,1%,i,7.9µM*
COc1ccc(N2CCN(S(=O)(=O)c3ccc4c(c3)NC(=O)CS4)CC2)cc1,4%,-2%,11%,-11%,27,2.1%,1%,i,-13%
O=C(O)CCN1C(=O)C2C3CC(C2C1=O)C1C(c2ccccc2)c2sc(=O)[nH]c2SC31 (stereo unspecified),nt,-7%,-3%,-11%,9,-0.6%,-5%,i,-6%
NS(=O)(=O)c1cc2c(cc1Cl)NC(CSCc1ccccc1)=NS2(=O)=O,2%&2%,-2%,2%,6%,8,-1.1%,-8%,i,16%
COc1cc(/C=C/C=C2/CC/C(=C/C=C/c3ccc(O)c(OC)c3)C2=O)ccc1O,?,?,?,-61%,-92*,?,-7%,nt,?
COc1ccc(Cl)cc1S(=O)(=O)NC(C)C(=O)NCc1ccncc1 (stereo unspecified),-12%,4%,-3%,-27%,0,-0.4%,4%,i,-14%
Cc1cccc(S(=O)(=O)NCC2CCCO2)c1 (stereo unspecified),-3%,-1%,2%,-5%,8,-0.8%,-3%,i,8%
Cc1c(-c2ccccc2)c(=O)oc2c(CN3CCN(C)CC3)c(O)ccc12,-13%,24%,nt,-12%,nt,3.0%,nt,nt,?
Cc1c(NC(=O)CSc2n[nH]c(=O)n2-c2ccccc2)c(=O)n(-c2ccccc2)n1C,-27%,-6%,-58%[inhibitor],5%,29,0.0%,-4%,i,-23%
CC(=O)CCC(=O)N1CCCC(CNC(=O)c2ccc(-c3ccccc3)cc2)C1 (stereo unspecified),nt,1%,-1%,-6%,-16,6.8%,3%,i,-11%
Cc1ccccc1CNC(=O)CCCn1ncn2c(cc3occc32)c1=O,-2%&-2%,9%&-5%,0%,1%&-9%,-3,-0.5%&-0.2%,5%&-2%,i,?
Cc1c(C(=O)OC(C)C)sc(NC(=O)C2CCCO2)c1C(=O)OC(C)C (stereo unspecified),47%[activator],-4%,13µM*,1%,6,-0.1%,?,i,-3%
O=c1c2ccccc2nc(-c2ccco2)n1Cc1ccccc1,70%[activator],-18%,?,-7%,-11,3.2%,?,i,1%
CC(=O)NCC(=O)NC(C(=O)Nc1ccc2c(c1)OCCO2)c1ccccc1 (stereo unspecified),-3%,-4%,-3%,2%,2,0.5%,-1%,i,-19%
Cc1cccc(N2CC(C(=O)NCc3ccco3)CC2=O)c1C (stereo unspecified),nt,-6%,0%,-9%,-10,0.0%,12%,?,-3%
Cc1ccc(OCC(=O)Nc2cccnc2Cl)cc1C,24%,-7%,-5%,2%,1,-0.1%,1%,i,-21%
O=C(CSc1nnc(-c2cccs2)n1C1CC1)NC1CCS(=O)(=O)C1 (stereo unspecified),-1%,3%,-5%,-2%,12,0.2%,8%,i,-3%
CCCCCC(=O)N1CC2(CC)CN(C(=O)CCCCC)CC(CC)(C1)C2=O,-22%,-5%,-1%,-1%,3,0.2%,6%,?,-22%
Cc1cccc(Nc2cnn(C34CC5CC(CC(CC(=O)O)(C5)C3)C4)c(=O)c2Cl)c1,5%,5%,-22%,-3%,0,-0.5%,0%,i,6%
COc1ccc(/C=N/NC(=O)c2cccnc2)cc1CN1CCN(c2ccc(F)cc2)CC1,-2%[11.3 µM],0%,9%,-5%,-9,1.8%,5%,i,-13%
COc1cccc(NC(=O)COc2cccnc2[N+](=O)[O-])c1,9%,-5%,-7%,-5%,-16,-0.4%,20%,i,26%
O=C(O)CCCN=Cc1c(O)c2ccccc2oc1=O,-7%,1%,29%,-5%,-16,0.0%,-17%,i,21%
COc1cc(OC)c(C(=O)Nc2ccc(S(=O)(=O)N3CCCCC3)cc2)cc1OC,-2%,-2%,4%,1%,-2,0.1%,?,i,-1%
Cc1ccc2nc(-c3ccc(NC(=O)CN4C(=O)NC(C)(c5ccc(OC(F)F)cc5)C4=O)cc3)sc2c1 (stereo unspecified),18%,-14%,?,-67%,-5,16%,12%,i,?
N#Cc1c(-c2ccccc2)nc(N2CCN(Cc3ccccc3)CC2)[nH]c1=O,-25%,-2%,3%,3%,35,0.1%,-24%,i,0%
COc1ccc(-n2nnc3c(=O)n(CC(=O)N4CCC(Cc5ccccc5)CC4)cnc32)cc1,-2%,-4%,2%,-16%,7,-0.4%,-18%,i,0%
Cc1cc(S(=O)(=O)Nc2ccc(C(=O)NCC(c3ccco3)N3CCCC3)cc2)ccc1F (stereo unspecified),-8%,-3%,1%,-3%,5,0.4%,-6%,i,-4%
Cc1c(NC(=O)NC2CCCCC2)cccc1[N+](=O)[O-],nt,-1%,11%,4%,-2,-0.2%,0%,i,4%

# Profiles, looked up by structure:
# Cc1cccc(N2CC(C(=O)NCc3ccco3)CC2=O)c1C (stereo unspecified) in the list: ATXN2 expr inh: nt; A549 viability: -6%; MCF10A rereplic: 0%; HepG2 viability: -9%; IL-1B inflam inh: -10; Nrf2 activator: 0.0%; Nrf2 block: 12%; S2 tox: ?; TGFb inhibitor: -3%
# COc1ccc(N2CCN(S(=O)(=O)c3ccc4c(c3)NC(=O)CS4)CC2)cc1 in the list: ATXN2 expr inh: 4%; A549 viability: -2%; MCF10A rereplic: 11%; HepG2 viability: -11%; IL-1B inflam inh: 27; Nrf2 activator: 2.1%; Nrf2 block: 1%; S2 tox: i; TGFb inhibitor: -13%

# Shown as a hit in TGFb inhibitor, among the entries above:
SMILES,IL-1B inflam inh,Nrf2 activator,TGFb inhibitor
Cc1nnc(N/N=C/c2cc(C)n(-c3ccc(F)cc3)c2C)n1N,40,-4.0%,14µM*
COc1ccc(OCCn2cc(C=O)c3ccccc32)cc1,-10,2.5%,7.9µM*
